OX1R antag-1 = OX1R (HCRTR1) antagonists, primary screen, fluorescence, CHO/OX1R cells, Fluo-8 calcium, orexin A. Orexin/Hypocretin receptor type 1 (Homo sapiens), O43613. Fluo-8 calcium fluorescence. inhibition, % at 5 µM. 0.43% of 330,000 active. AID 434989, 2010;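 active = inhibition above its plate's threshold, mean inhibition of all tested compounds on the plate plus 3 SD, cut at about 37% in these data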;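 note: 0% = orexin A challenge wells and 100% = SB-334867-A antagonist wells; not every result past the cut was called active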
Target sequence (O43613 whole entry, looked up): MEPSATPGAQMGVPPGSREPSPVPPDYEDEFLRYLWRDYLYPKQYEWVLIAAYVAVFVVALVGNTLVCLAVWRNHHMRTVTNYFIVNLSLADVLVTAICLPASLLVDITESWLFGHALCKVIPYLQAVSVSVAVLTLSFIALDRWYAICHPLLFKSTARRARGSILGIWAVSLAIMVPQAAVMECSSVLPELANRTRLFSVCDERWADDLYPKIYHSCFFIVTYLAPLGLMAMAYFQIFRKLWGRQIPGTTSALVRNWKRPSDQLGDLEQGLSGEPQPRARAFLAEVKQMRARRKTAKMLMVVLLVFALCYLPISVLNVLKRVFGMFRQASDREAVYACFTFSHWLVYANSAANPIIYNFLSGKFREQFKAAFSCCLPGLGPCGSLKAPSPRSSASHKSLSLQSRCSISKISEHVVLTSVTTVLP
STK33 inh = inhibitors of purified STK33 kinase, primary screen, biochemical, ADP-Glo luminescence, homogeneous, cell-free; Serine/threonine-protein kinase 33 (Homo sapiens), Q9BYT3; MBP phosphorylation; inhibition, % at 10 µM; 0.073% of 320,000 active; AID 2661, 2010;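 active = inhibition at or above 25%, using the most active replicate where run in duplicate; inactive = inhibition below 25%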
Target sequence (Q9BYT3 whole entry, looked up): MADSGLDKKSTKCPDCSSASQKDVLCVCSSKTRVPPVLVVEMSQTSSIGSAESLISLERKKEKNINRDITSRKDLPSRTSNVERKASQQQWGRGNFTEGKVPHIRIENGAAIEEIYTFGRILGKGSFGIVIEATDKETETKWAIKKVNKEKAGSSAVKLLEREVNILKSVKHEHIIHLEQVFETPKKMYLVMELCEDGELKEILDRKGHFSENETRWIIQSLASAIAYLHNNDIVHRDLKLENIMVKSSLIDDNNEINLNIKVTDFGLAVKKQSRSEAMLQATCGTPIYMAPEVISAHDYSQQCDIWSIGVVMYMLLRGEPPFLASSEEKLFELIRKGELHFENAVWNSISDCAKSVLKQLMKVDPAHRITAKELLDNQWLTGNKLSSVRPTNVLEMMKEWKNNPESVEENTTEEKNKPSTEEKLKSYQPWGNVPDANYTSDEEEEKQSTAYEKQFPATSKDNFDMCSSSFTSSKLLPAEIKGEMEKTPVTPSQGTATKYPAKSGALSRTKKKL
OX1R antag-2 = antagonists of human orexin 1 receptor (OX1R); Orexin/Hypocretin receptor type 1 (Homo sapiens), O43613; OX1R-expressing cells, FRET antagonist read-out; AID 485270, 2010; 1.8% of 330,000 active; inhibition, % at 6.6 µM; in the data active = inhibition mostly above about 38%, no sharp cut-off; inactive = mostly below about 40%;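 note: 0% = agonist challenge alone and 100% = reference antagonist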
* marks the source's active call; other numbers are inactive results; . = no result given.

SMILES	OX1R antag-1	STK33 inh	OX1R antag-2
COc1ccccc1C(CNC(=O)c1ccc(NS(=O)(=O)c2ccc3c(c2)OCCO3)cc1)N(C)C (configuration not stated)	-3	0.7	15
CCn1c(COc2ccc(=O)n(-c3ccccc3)n2)nnc1SCc1ccccc1C	-33	-0.2	7
O=C(Nc1cccc(Cl)c1)Nc1ccnc(-c2cccnc2)n1	41*	-1.2	67*
O=C1CCCC2=C1C(c1ccc(O)c(O)c1)Nc1ccc3ccccc3c12 (configuration not stated)	-9	0.4	9
CCN(CC)CCNC(=O)C1CCC(=O)N(c2ccc(OC)cc2)C1c1ccc(F)cc1 (configuration not stated)	5	-1.1	11
CCN1C(=NCc2cc(OC)c(OC)c(OC)c2)N[C@@H](c2cccc(C(F)(F)F)c2)C(C(=O)OC)=C1C	-19	0.8	13
COc1cccc(N2CCN(C(=O)CN(C)S(=O)(=O)c3ccc4c(c3)c(=O)n(C)c(=O)n4C)CC2)c1	-33	-0.4	13
COC(=O)c1ccccc1NC(=O)Cn1cnc2c1c(=O)n(C)c(=O)n2C	11	-0.4	15
C[C@@H]1NC(=O)c2cc([N+](=O)[O-])cc(I)c2NCCCC[C@@H](C(N)=O)NC(=O)[C@H](CCC(=O)O)NC1=O	-11	-1.0	53
COC(=O)CCCNS(=O)(=O)c1ccc2ccccc2c1	-16	-3.7	15
O=C(COC(=O)c1ccc(CSc2ccc(Cl)cc2)cc1)Nc1ccccc1	-18	-0.6	6
CCOc1ccc(Br)cc1S(=O)(=O)N1CC(C)OC(C)C1 (configuration not stated)	-37	-1.1	12
CCOCC(=O)Nc1ccc([N+](=O)[O-])cc1Cl	-16	-0.8	51
Cc1ccc(C)c(NC(=S)NNC(=O)c2csc3c2CCCC3)c1	-17	.	12
CCn1c(SCC(=O)c2cc(C)n(-c3ccc(C(=O)OC)cc3)c2C)nnc1-c1cccnc1	-23	-5.4	27

5 of these compounds, reformatted:
| OX1R antag-1 | STK33 inh | OX1R antag-2 | smiles |
| --- | --- | --- | --- |
| -3 | 0.7 | 15 | COc1ccccc1C(CNC(=O)c1ccc(NS(=O)(=O)c2ccc3c(c2)OCCO3)cc1)N(C)C (configuration not stated) |
| -11 | -1.0 | 53 | C[C@@H]1NC(=O)c2cc([N+](=O)[O-])cc(I)c2NCCCC[C@@H](C(N)=O)NC(=O)[C@H](CCC(=O)O)NC1=O |
| 11 | -0.4 | 15 | COC(=O)c1ccccc1NC(=O)Cn1cnc2c1c(=O)n(C)c(=O)n2C |
| -37 | -1.1 | 12 | CCOc1ccc(Br)cc1S(=O)(=O)N1CC(C)OC(C)C1 (configuration not stated) |
| -33 | -0.2 | 7 | CCn1c(COc2ccc(=O)n(-c3ccccc3)n2)nnc1SCc1ccccc1C |

Other structures
SMILES	OX1R antag-1	STK33 inh	OX1R antag-2
CCOc1ccccc1C(=O)Nc1ccc(C(=O)c2ccccc2)cc1	17	-0.4	55*
COc1ccccc1N(CC(=O)N/N=C(\C)c1ccccc1O)S(=O)(=O)c1ccc(C)cc1	-7	-0.9	64
CCCCN(CC)CCNC(=O)C1CCCN(S(=O)(=O)c2cccc3nsnc23)C1 (configuration not stated)	-22	-0.2	37
N#Cc1ccc(NC(=O)CN2CCN(c3ccccn3)CC2)cc1	-10	0.2	-8
CC(=O)Nc1ccc(N2C(=O)CSC2c2cccc([N+](=O)[O-])c2)cc1 (configuration not stated)	0	-0.4	14
O=C1CCCCN1CCC(=O)N1CCCC(N2CCN(c3cccc(Cl)c3)CC2)C1 (configuration not stated)	-2	-0.7	11
O=C(NCCCNC(=O)c1ccccn1)c1ccc(Cl)cc1	9	-0.6	9
O=C(CC1SC(N2CCCCC2)=NC1=O)Nc1ccc(C(=O)Nc2ccccc2)cc1 (configuration not stated)	-12	0.6	13
C=CCN(CC=C)C(=O)c1ccc(OC2CCN(S(=O)(=O)N(C)C)CC2)cc1	-27	0.0	15
COc1ccc(Cc2nc3ccc(C(=O)NCC4CCOCC4)cc3o2)cc1OC	5	-0.3	-1
CC(SCc1ccccc1)C(=O)Nc1ccc2c(c1)OCO2 (configuration not stated)	-25	-0.3	21
Cc1nc(SCC(=O)c2ccccc2)c([N+](=O)[O-])[nH]1	-13	2.1	16
COc1ccccc1NC(=O)N1CCCC1C(=O)NCC1CCCO1 (configuration not stated)	-8	0.1	14
O=C(CNCc1cccs1)NC12CC3CC(CC(C3)C1)C2	-9	0.2	5
CCOC(=O)c1ccc2[nH]c3c(c2c1)CCCCC3=O	-1	1.4	2
CC(C(=O)Nc1ccc(C#N)cc1)N(C)Cc1cccs1 (configuration not stated)	-21	-2.3	7
COc1ccc(CCNC(=O)CSc2nc(-c3ccc(OC)c(OC)c3)ccc2C#N)cc1	-25	-1.8	19
O=C1CCC(C(=O)N(Cc2cccs2)C2(C(=O)NC3CCCCC3)CCCCC2)N1 (configuration not stated)	-10	0.1	7
CCOC(=O)CN(C#N)c1nc(C)cc(C)n1	-12	-0.1	12
CC1=NNC(=O)C1CCC(=O)N/N=C(/C)c1ccc([N+](=O)[O-])cc1 (configuration not stated)	-10	-0.1	29
COc1cc(/C=C(\C#N)c2nc3c(s2)CC(C)CC3)ccc1O (configuration not stated)	29	-0.5	6
Cc1cccc(OCC(=O)NCCCNC(=O)c2cnccn2)c1	-6	0.1	8
C=CCc1cccc(/C=N/n2c(C)nnc2C)c1O	0	1.6	2
CC(C)NC(=O)Cc1ccc(Br)cc1	-1	-3.7	6
O=C(CN1C(=O)NC(c2ccccc2)(c2ccccc2)C1=O)N1CCOCC1	-8	.	-1
C/C(=C\c1ccccc1)C(=O)Nc1ccc(Cl)cn1	-24	-1.1	0
O=C(C1=C(Nc2ccccc2)c2ccccc2S(=O)(=O)N1)c1ccccc1	-17	0.5	30
CC(C)(C)NC(=O)c1ccc(Cn2cc(C(F)(F)F)ccc2=O)cc1	-2	-1.9	2
CC(=O)OCC1OC(n2cc(F)c(=O)[nH]c2=O)C(OC(C)=O)C1OC(C)=O (configuration not stated)	2	-1.0	1
COc1ccc(CCNC(=O)CCNC(=O)c2ccc(Cl)cc2)cc1OC	-17	-1.7	10
CCc1cccc(OCC(=O)Nc2ccccc2N2CCCC2)c1	-25	-0.5	20
Cc1ccc(OCc2cc(C(=O)N3CCN(C4CCCC4)CC3)no2)cc1C	-22	-0.1	12
CCOC(=O)C(Cc1c(F)cccc1Cl)c1ccno1 (configuration not stated)	-15	-0.6	6
O=C(OC(C(=O)NC1CCCC1)c1ccc(F)cc1)c1ccno1 (configuration not stated)	3	-1.1	2
S=C(NCc1ccc(Cl)c(Cl)c1)Nc1ccc2c(c1)OCO2	0	-0.4	21
Cc1nc(NCCCO)c(C#N)c2c1COC(C)(C)C2	-22	-0.5	21
O=C(Nc1cccc(-c2nnn(CC(=O)N3CCc4ccccc4C3)n2)c1)C1CCC1	-37	-0.1	20
S=c1nc(-c2sccc2OCc2ccc(Cl)cc2Cl)[nH][nH]1	-18	-0.3	18
COc1cc(/C=C2\Oc3cc(O)ccc3C2=O)ccc1O	33	-2.6	60*
Cc1cc(N2C(=O)c3ccccc3C2=O)n(C)n1	-1	-0.6	11
COc1cc(C(c2nnnn2C2CCCC2)N2CCc3ccccc3C2)ccc1O (configuration not stated)	-4	0.2	10
CC(=O)N1c2ccc(S(=O)(=O)N3CCC(C(=O)N4CCCC(C)C4)CC3)cc2CC1C (configuration not stated)	-24	-2.0	8
CCOc1ccccc1NC(=O)Cn1nnc(C(=O)NCc2ccco2)c1N	-8	0.7	22
Cn1cnnc1SCC(=O)c1cc2ccccc2oc1=O	-9	0.8	11
Cc1ccccc1N1C(=O)Cc2ccccc2C1=O	-9	0.2	21
CN(C)c1cccc2c1c(NC(=O)Nc1ccc(F)cc1F)nn2C	-34	-1.9	14
COCc1ccccc1C1=CC(=O)C[C@H](c2ccc(F)cc2)C1	-21	-0.5	6
N=c1c(C(=O)NCc2ccco2)cc2c(=O)n3ccccc3nc2n1CC1CCCO1 (configuration not stated)	-23	0.7	49*
COc1ccc(CCNC(=O)C(=O)c2c(C)n(C)c3ccccc23)cc1OC	-26	-1.0	12
CCOn1c(=O)c(C)[n+]([O-])c2ccccc21	-9	0.2	68
COc1cc(CCC(=O)OCC(=O)NCc2ccc(Cl)cc2)cc(OC)c1OC	-28	-1.5	18
CC1(C(=O)NC23CC4CC(CC(C4)C2)C3)CC1(Cl)Cl (configuration not stated)	-6	1.4	19
COc1ccc(/C=C2\CCCc3c2nc2ccc(C)cc2c3C(=O)O)cc1O	15	0.8	11
Cc1cc(C(=O)CSc2nn(-c3ccccc3)c(=S)s2)c(C)n1Cc1ccco1	-14	-0.7	16
O=C(N1CCN(c2ccccc2)CC1)C(F)(F)C(F)(F)F	-3	-0.9	8
CN(CC(=O)Nc1ccc(Cl)cc1)C(=O)c1ccc(NS(=O)(=O)c2ccc3[nH]c(=O)[nH]c3c2)cc1	-6	0.2	15
COC(=O)CN1C(=O)[C@H]2[C@@H](C3CC3)N3C(=O)CN(Cc4ccccn4)C(=O)[C@@]3(Cc3ccccc3)[C@H]2C1=O	-9	-2.8	8
CCCOC(=O)c1ccc(Cl)c(NC(=O)c2ccc(-c3ccccc3)cc2)c1	-1	-1.8	10
Cc1cc(NC(=O)CSc2nc(=O)n3cccc(C)c3n2)no1	-3	-3.1	20
CN(NC(=O)c1ccccc1F)c1ccc([N+](=O)[O-])cn1	-7	-0.1	27

Single records, as listed above. Values in the order: OX1R antag-1, STK33 inh, OX1R antag-2
`CCOCC(=O)Nc1ccc([N+](=O)[O-])cc1Cl` in the list: -16, -0.8, 51
`COc1cccc(N2CCN(C(=O)CN(C)S(=O)(=O)c3ccc4c(c3)c(=O)n(C)c(=O)n4C)CC2)c1` in the list: -33, -0.4, 13
`Cc1ccc(OCc2cc(C(=O)N3CCN(C4CCCC4)CC3)no2)cc1C` in the list: -22, -0.1, 12
`O=C1CCCC2=C1C(c1ccc(O)c(O)c1)Nc1ccc3ccccc3c12` (configuration not stated) in the list: -9, 0.4, 9
`Cc1cc(N2C(=O)c3ccccc3C2=O)n(C)n1` in the list: -1, -0.6, 11

More structures
SMILES	OX1R antag-1	STK33 inh	OX1R antag-2
COc1cc(C(=O)COC(=O)C2CCN(c3ccc(C(F)(F)F)cn3)CC2)ccc1OC(F)F	-9	-1.4	19
O=C(c1ccco1)N1CCN(S(=O)(=O)c2ccc(S(=O)(=O)NC3CC3)cc2)CC1	-14	-0.9	6
CCCCCC1CC(CC(=O)Nc2ccc([N+](=O)[O-])cc2)OC1=O (configuration not stated)	-23	0.0	8
COc1ccc(C2=C/C(=C\c3cccc(OC(C)=O)c3)C(=O)O2)cc1	-15	-0.1	9
COc1ccccc1N1CCN(S(=O)(=O)c2ccc(-c3ccc(=O)[nH]n3)o2)CC1	-10	-0.7	23
CCOC(=O)c1ccc(NC(=O)c2ccc3c(c2)C(=O)N(CC2CCCO2)C3=O)cc1 (configuration not stated)	8	-0.6	13
COc1cc(NC(=O)CSc2nnc3ccccn23)cc(OC)c1	-2	-0.1	3
COCCCn1c(C(=O)N2CCOCC2)cc2c(=O)n3ccccc3nc21	5	1.3	25
Cc1cc(C)cc(Oc2c(C(F)(F)F)oc3cc(OCC(=O)O)ccc3c2=O)c1	-12	-0.4	-2
COc1ccc(OC)c(S(=O)(=O)Nc2cccc3ccc(O)cc23)c1	-15	-0.9	21
Cc1cc(C)c(NC(=O)CSc2nnc(-c3ccco3)n2N)c(C)c1	-25	0.6	14
Cn1c(SCc2ccccc2)nc2c1c(=O)[nH]c(=O)n2C	-2	-1.1	7
O=C(COC(=O)/C=C/c1ccc(F)cc1)NCC1CCCO1 (configuration not stated)	-5	-1.3	4
Cc1nc2nc(-c3ccccc3)[nH]n2c(=O)c1C	-7	-0.2	2
CCOC(=O)C1=C(CSc2nc(CC)c(C)cc2C#N)OC(N)=C(C#N)C1c1ccccc1 (configuration not stated)	-4	-1.6	16
Nc1nc(SCC(=O)Nc2ccccc2Sc2ccccc2)n[nH]1	-17	-0.7	10
c1csc(C(c2nnnn2C2CCCCC2)N2CCCC3(CCCCC3)C2)c1 (configuration not stated)	-12	-1.3	8
COc1ccc(N2C(=O)CC(c3cc(OC)c(OC)c(OC)c3)CC2=O)cc1	-1	-2.9	6
O=C(CCCn1cnc([N+](=O)[O-])n1)Nc1cccc(Cl)c1Cl	-9	0.7	22
COc1cccc(/C=C/C(=O)Nc2ccc3c(c2)OCCO3)c1OC	-14	1.0	15
CSCCC(NC(=O)c1ccccc1)C(=O)Nc1ccc(C)cc1 (configuration not stated)	-15	-0.9	10
NC(=O)[C@@H]1CCCN1C(=O)c1ccc2nc(Cc3cccc(Cl)c3)oc2c1	-3	-0.6	30
COc1cc(NC(=S)NN2CCN(C)CC2)cc(OC)c1OC	-9	-0.7	6
Cc1c(NC(=O)CSc2ccc3c(c2)OCCO3)c(=O)n(-c2ccccc2)n1C	-13	.	5
CCOC(=O)C1CCN(S(=O)(=O)c2cc(F)ccc2OC)CC1	-2	-1.4	34
Cc1cc(Sc2nnc(N)s2)c2ccccc2n1	-9	0.0	6
Cc1c(OCC(=O)N(C)c2ccccc2)ccc2c3c(c(=O)oc12)CCC3	-21	-1.2	3
CCCCS(=O)(=O)N1CCCC(C(=O)NCCc2ccccc2)C1 (configuration not stated)	-8	-0.5	4
Cc1ccc(OC(=O)c2cncc(Br)c2)c(C)c1	18	-1.5	2
Cc1ccc(N/N=C(\C#N)C(=N)N2CCOCC2)cc1	-6	-1.9	7
CCCCCC(=O)Nc1cccc(C2=NOC3(C2)C[C@@H](C(N)=O)N(C(=O)c2cc([N+](=O)[O-])cc([N+](=O)[O-])c2)C3)c1 (some centres not stated)	-2	0.2	19
